From PubChem
Exocytosis inh = lytic granule exocytosis inhibition; TALL-104 LAMP-1 surface exposure, flow cytometry; cells stimulated with thapsigargin and PMA; inhibition, % at 10 µM; 0.66% of 360,000 active;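 active means inhibition above about 55%, limit read from the data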
MC4R antagonist = blocks human MC4R cAMP signaling | 0.48% of 360,000 active | AID 540295 | MC4R-expressing cells, MTII-stimulated cAMP, LANCE TR-FRET | inhibition, % at 6.5 µM;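 active means inhibition above its plate's cutoff, the mean of tested wells on that plate plus 3 SD, cut at about 29% in these data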;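 further: 0% = Melanotan II alone and 100% = Melanotan II plus saturating MCL0020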
Target sequence (P32245 whole entry, looked up): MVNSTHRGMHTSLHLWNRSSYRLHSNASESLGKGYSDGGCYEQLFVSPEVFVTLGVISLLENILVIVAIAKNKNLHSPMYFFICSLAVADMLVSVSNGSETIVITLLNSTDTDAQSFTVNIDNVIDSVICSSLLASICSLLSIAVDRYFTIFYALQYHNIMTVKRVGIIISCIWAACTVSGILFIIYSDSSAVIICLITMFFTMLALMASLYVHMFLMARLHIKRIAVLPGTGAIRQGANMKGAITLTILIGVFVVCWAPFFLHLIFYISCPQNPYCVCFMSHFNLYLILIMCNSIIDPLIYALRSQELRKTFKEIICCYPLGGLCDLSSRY
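Test system: U2OS cells stably expressing human melanocortin 4 receptor (MC4R); also added: Melanotan II challenge; compound: 6.5 µM single dose; timing: 30-min compound preincubation, 1-h Melanotan II challenge, 1-h detection, room temperature; signal: Eu-cAMP/anti-cAMP TR-FRET, emission 671 nm; repeats: one well per compound, no replicates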
aDG glyco up = alpha-DG glycosylation activation; Pro5-aDG cells, alpha-DG glycosylation AlphaScreen (IIH6); 0% Pro5, 100% B10-LARGE cell signal; activation, % at 10 µM; 0.22% of 360,000 active;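 active means activation of at least 8% versus controls, or a plate z-score of at least 8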;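 further: Pro5 are CHO cells carrying HIG-tagged alpha-DG that lacks glycosylation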
ABCB6 inh MLPCN = human ABCB6 transporter inhibition; K562-ABCB6 porphyrin accumulation, flow cytometry, 1 h; stronger effect = lower value; 0.19% of 360,000 active; fluorescence ratio to DMSO, % at 10 µM;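 active means fluorescence ratio to DMSO below 75%, the collection mean minus 3 SD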;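 further: signal is porphyrin accumulated inside mitochondria; 100% equals median channel fluorescence of DMSO control wells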
MC4R ag barr = agonists of human melanocortin 4 receptor (MC4R) beta-arrestin. P32245. U2OS MC4R beta-arrestin complementation, luminescence; percent of melanotan II response, DMSO zero. activation, % at 8.9 µM. 0.98% of 360,000 active;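 active means activation above a per-plate cutoff, the mean activation of sample wells on that plate plus 3 SD, cut at about 8% in these data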
Vif imaging = inhibitors of HIV Vif; HEK293T cells, Vif self-association by quenched fluorescence, imaging, 24 h; inhibition, % at 7.49 µM; 0.35% of 340,000 active; AID 602346; in the data active means inhibition above about 50%, passing the limit was not always enough; further: some results filed as inactive read as strong as hits
N-glyco inh = blocks N-linked glycosylation in D54 reporter cells; D54 ERlucT glycosylation luciferase reporter, 24 h; percent of 100 nM tunicamycin response; reporter increase, % at 12.5 µM; 0.23% of 360,000 active; AID 588692;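 active means mean luciferase reporter signal, scaled so untreated is 0 and the glycosylation-blocking control 100, at or above a set limit in every replicate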;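 further: luciferase carries N-glycosylation sites so blocking glycosylation raises the light; 0% = median of neutral control wells and 100% = median of 100 nM tunicamycin wells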
NOD2 RIPK2 PPI = blocks binding of human NOD2 to RIPK2. inhibition, % at 4.98 µM. O43353. AID 624267. CHO BLA complementation NOD2-RIPK2, CCF4 ratio. 0.38% of 360,000 active; in the data active means inhibition above about 21%;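 further: 0% = vehicle only and 100% = reference blocker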
Target sequence (O43353 whole entry, looked up): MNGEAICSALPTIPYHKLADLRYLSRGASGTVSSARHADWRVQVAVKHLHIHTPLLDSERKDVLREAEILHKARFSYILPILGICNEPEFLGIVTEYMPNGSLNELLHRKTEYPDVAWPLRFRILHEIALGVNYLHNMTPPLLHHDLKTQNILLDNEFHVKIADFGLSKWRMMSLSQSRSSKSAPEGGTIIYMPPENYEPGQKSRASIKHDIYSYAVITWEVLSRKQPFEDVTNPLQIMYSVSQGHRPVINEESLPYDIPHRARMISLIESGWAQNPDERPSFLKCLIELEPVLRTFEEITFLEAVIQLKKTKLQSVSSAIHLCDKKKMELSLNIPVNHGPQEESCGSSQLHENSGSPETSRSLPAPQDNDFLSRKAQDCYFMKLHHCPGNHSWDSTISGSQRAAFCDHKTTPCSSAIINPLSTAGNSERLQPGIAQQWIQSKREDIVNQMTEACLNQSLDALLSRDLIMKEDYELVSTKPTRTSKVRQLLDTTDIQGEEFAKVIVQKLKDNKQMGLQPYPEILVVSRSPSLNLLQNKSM
TLR9-MyD88 block = inhibitors of human TLR9-MyD88 binding; 0.21% of 340,000 active; AID 504734; CHO BLA complementation TLR9-MyD88, CCF4 FRET ratio; inhibition, % at 4.98 µM;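 active means inhibition above the mean over all tested compounds plus 3 SD, cut at about 21% in these data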;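 further: 0% = DMSO only wells and 100% = clavulanate BLA inhibitor control wells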
ABHD5 PLIN5 PPI = ABHD5-PLIN5 protein interaction inhibition; 0.78% of 360,000 active; Q00G26+Q8WTS1; Split G. princeps luciferase complementation, luminescence, 4 h; inhibition, % at 4 µM;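 active means inhibition above the mean inhibition across every tested compound plus 3 SD, cut at about 22% in these data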;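 further: 0% = DMSO only wells and the 100% control is not disclosed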
* marks the source's active call; other numbers are inactive results; / = no result given. These rows are one share of the data (hit frequency here may not be typical).

entry	Exocytosis inh	MC4R antagonist	aDG glyco up	ABCB6 inh MLPCN	MC4R ag barr	Vif imaging	N-glyco inh	NOD2 RIPK2 PPI	TLR9-MyD88 block	ABHD5 PLIN5 PPI	molecule
1	-4	0	1.2	97	-0.4	-10	-9	-4	-242	3	CC(=O)c1ccc(Sc2ccc(C(C)=O)cc2)cc1
2	-1	13	1.7	101	2.6	-11	-2	-6	1	-4	COc1cc(C2C(C#N)=C(N)N(Nc3ccccc3)C3=C2C(=O)CC(C)(C)C3)ccc1OCc1ccccc1 (configuration not stated)
3	-6	14	0.3	106	-0.4	-6	-1	11	-9	0	COc1ccc(CCC(=O)Nc2ccc(OC)c(S(=O)(=O)N3CCCCC3)c2)cc1OC
4	-1	-13	-0.4	102	2.5	-1	0	-7	9	-3	CN(CC(=O)Nc1ccccc1Cl)C(=O)COC(=O)c1cc(S(=O)(=O)N(C)C)ccc1N1CCCC1
5	15	4	1.0	101	3.6	1	-7	3	1	9	COc1ccc2sc(N(CCCN(C)C)C(=O)c3ccc(C(=O)c4ccccc4)cc3)nc2c1
6	-1	7	0.0	93	0.0	-4	-3	-2	-3	4	Cc1ccc(C(=O)NC2CCN(S(=O)(=O)c3ccccc3F)CC2)cc1
7	-15	1	-0.6	191	0.4	/	-1	-3	13	-4	COCCN(Cc1cc2ccc(C)cc2n2nnnc12)Cc1nnnn1C(C)(C)C
8	1	18	-0.3	104	3.8	6	1	0	1	-10	O=C(Nc1nc(-c2ccc(F)cc2)cs1)c1ccc(N2C(=O)CCC2=O)cc1
9	-10	17	0.1	100	1.0	0	-2	9	-7	-2	C/C(=N/NC(=O)c1ccccn1)c1c[nH]c2ccccc12
10	2	5	0.8	95	-2.8	-8	-5	-3	-2	-2	CN(C(=S)Oc1ccc(C(=O)Nc2ccccc2)cc1)c1ccccc1
11	1	3	0.1	94	-1.0	-8	4	-12	-15	5	Cc1ccc(S(=O)(=O)N2CCOC2CNC(=O)C(=O)NCCCN2CCOCC2)cc1 (configuration not stated)
12	-2	-3	0.3	91	-0.2	-1	1	-3	13	11	Cc1ccc(S(=O)(=O)NCCC(=O)NCc2ccccn2)cc1
13	1	14	-0.3	107	0.8	0	7	17	20	-2	O=C(Cc1ccsc1-c1ccccc1)NO
14	4	9	0.1	99	2.4	2	1	-3	-2	-4	CCN(CC(=O)Nc1cccc(OC)c1)C(=O)c1ccc(C)s1
15	-6	-1	0.1	98	-1.8	-3	-1	-10	-3	-7	Cc1ccc(S(=O)(=O)NCC(c2cccnc2)N2CCN(Cc3ccccc3)CC2)cc1 (configuration not stated)
16	-4	7	0.1	101	0.9	-2	0	-13	-4	1	Cc1ccc(/C=N/NC(=O)C(C)Oc2ccccc2[N+](=O)[O-])s1 (configuration not stated)
17	3	1	0.1	96	1.0	1	0	-7	8	-1	O=C(CSc1nc(-c2ccc(F)cc2)cs1)NCC1CCCO1 (configuration not stated)
18	-3	7	0.5	96	1.7	/	1	-4	-6	2	COc1ccc(NC(=O)C2CCN(C(=O)c3ccc(OC)cc3)CC2)cc1
19	1	16	-0.3	100	-0.2	-6	-9	-15	6	-7	NNC(=O)c1cccc(COc2ccc(Br)cc2)c1
20	-1	5	-0.2	99	0.6	8	2	-10	3	-4	CC(C)CC(NC(=O)OC(C)(C)C)C(=O)NC(C(=O)NC(C)C(N)=O)C(C)C (configuration not stated)
21	3	9	0.1	96	-0.4	-3	0	-11	/	-4	COc1ccc(NC(=O)c2cc(C3CCCCN3C(=O)c3ccc(Cl)cc3)on2)c(C)c1 (configuration not stated)
22	42	1	0.6	98	-0.7	-10	-3	17	9	4	COc1ccc(Br)cc1CN1CCN(Cc2c[nH]c3ccccc23)CC1
23	5	-1	0.0	97	-2.0	19	1	-6	-1	2	O=C(O)CCCC(=O)OCCc1cc2ccccc2c(=O)o1
24	-1	-1	0.0	97	-0.3	3	1	4	7	2	O=C(C1CCN(c2nnc(-n3cccc3)s2)CC1)N1CCOCC1
25	-10	1	0.2	95	0.0	4	0	-13	7	-3	Cc1csc(NC(=O)Cc2ccc(Br)cc2)n1
26	-1	3	0.0	99	-1.2	-4	1	-1	/	12	COC(=O)/C=C1\N/C(=N\c2nc(C)cc(C)n2)N(c2ccccc2)C1=O
27	-2	8	-0.2	102	1.9	-2	0	7	-10	4	O=C(CSc1cccc(C(F)(F)F)c1)Nc1nnc(C2CC2)s1
28	1	0	0.8	95	-2.5	-11	-4	-1	16	8	COCC1CCCN(C(=O)c2ccc3oc(Cc4ccc(Cl)cc4)nc3c2)C1 (configuration not stated)
29	-3	11	-0.2	122	-1.5	3	1	2	-4	6	CCn1c(SCc2nc3sc(C(=O)O)c(C)c3c(=O)[nH]2)nc2ccccc21
30	0	14	-0.3	102	-0.2	-6	-6	-3	-6	1	CC1Cc2ccccc2N1c1ncnc2nc[nH]c12 (configuration not stated)
31	-6	21	-0.2	97	-1.1	1	5	0	8	16	O=C(CN1CCN(Cc2ccccc2)CC1)c1ccc(Br)cc1
32	0	7	0.4	96	1.8	-1	-6	-36	7	-1	O=C(/C=C/c1cccs1)Nc1ccc(N2CCOCC2)c(S(=O)(=O)Nc2cc(Cl)ccc2Cl)c1
33	-1	8	0.1	92	-0.4	10	0	10	-1	-7	O=C(CSc1ccc(-c2cccnc2)nn1)c1ccc([N+](=O)[O-])cc1
34	-1	7	-0.1	103	-1.8	9	1	-12	-9	7	CN(CC(=O)Nc1ccc(F)cc1)C(=O)COC(=O)c1nc(Cl)ccc1Cl
35	-7	5	-0.1	100	-1.4	7	1	-5	-23	-4	CCOC(=O)c1c(C)[nH]c(C)c1C(=O)CSc1nc2ccccc2n1CCOC
36	-4	2	0.1	100	1.0	-1	1	-5	7	-4	CCOc1ncccc1C(=O)Nc1ccc2c(c1)OCO2
37	2	-1	0.2	79	-1.3	0	-2	6	3	0	CCOc1ccc(NC(=O)c2ccccc2OCC(=O)c2ccc(C)cc2)cc1
38	0	8	0.1	99	-0.1	-6	2	0	-3	5	COCCOC1CCN(C(=O)C2CCC(=O)N(Cc3cccc(F)c3)C2)CC1 (configuration not stated)
39	-4	4	0.1	120	0.6	-5	-2	-2	-7	3	O=C(NCc1cccnc1)C(=O)NCC(c1ccco1)N1CCN(c2ccccc2F)CC1 (configuration not stated)
40	10	2	0.1	102	-1.3	6	0	3	7	7	CCOC(=O)C1C(=O)N(O)CC1c1cccc(Oc2ccccc2)c1 (configuration not stated)
41	1	11	-0.1	92	-1.6	12	0	-6	1	2	Cc1cc(NCC(C)C)n2ncnc2n1
42	27	7	-0.1	98	-0.3	0	2	-4	2	27*	C(#Cc1ccccc1)C[N+]1(CC#Cc2cccc3ccccc23)CCCC1
43	2	-3	0.1	97	-2.0	-1	-1	1	-9	3	COc1ccc(S(=O)(=O)Nc2ccc3c(c2)OCO3)cc1
44	5	-1	0.1	96	-1.9	-3	2	8	0	-1	CC1(C(=O)NCCCNc2ncc(C(F)(F)F)cc2Cl)C=CCN1C(=O)c1ccccc1 (configuration not stated)
45	3	3	0.0	101	-2.3	-3	-1	-3	10	2	O=C(NCc1ccc(Cl)cc1)C1CCC(CNc2c(N3CCOCC3)c(=O)c2=O)CC1 (configuration not stated)

Brought forward from above: 3 compounds, then new ones.
entry	Exocytosis inh	MC4R antagonist	aDG glyco up	ABCB6 inh MLPCN	MC4R ag barr	Vif imaging	N-glyco inh	NOD2 RIPK2 PPI	TLR9-MyD88 block	ABHD5 PLIN5 PPI	molecule
43	2	-3	0.1	97	-2.0	-1	-1	1	-9	3	COc1ccc(S(=O)(=O)Nc2ccc3c(c2)OCO3)cc1
44	5	-1	0.1	96	-1.9	-3	2	8	0	-1	CC1(C(=O)NCCCNc2ncc(C(F)(F)F)cc2Cl)C=CCN1C(=O)c1ccccc1 (configuration not stated)
45	3	3	0.0	101	-2.3	-3	-1	-3	10	2	O=C(NCc1ccc(Cl)cc1)C1CCC(CNc2c(N3CCOCC3)c(=O)c2=O)CC1 (configuration not stated)
46	9	5	0.1	96	0.0	2	2	3	-2	2	O=C(CNC(=O)c1cccnc1)N/N=C/c1cccnc1
47	-3	4	0.1	98	0.3	8	-1	-9	6	5	CC1(C)CC(=O)C2=C(C1)N(c1ccc(F)cc1)C(=O)CC2c1cccnc1 (configuration not stated)
48	-2	6	0.0	100	-1.1	0	2	-8	2	-8	NC(=O)N1CCc2ccccc21
49	-1	4	0.0	101	-0.6	4	-1	-1	-6	-1	CC(C)Oc1cc(NC(=O)CS(=O)CC(=O)N(C)C)c(Cl)cc1Cl (configuration not stated)
50	-4	4	-0.7	98	0.7	0	-1	1	4	-9	CC1CN(C(=O)c2ccccc2)C(=Nc2cccc(S(=O)(=O)N(C)C)c2)S1 (configuration not stated)
51	-15	16	0.2	192	1.7	/	0	0	4	-2	Cc1ccc(NC(=O)C2C3CC4OC(=O)C2C4C3)cc1Cl (configuration not stated)
52	4	22	0.0	94	0.5	1	3	0	-1	-4	O=C1NCN(CCO)CN1
53	-3	8	-0.1	93	-2.1	-2	0	2	-12	-2	O=C(c1ccc([N+](=O)[O-])cc1)N1CCN(c2ncc(Br)cn2)CC1
54	2	-2	0.0	93	-4.2	-10	-1	-10	1	-2	COC(=O)N/N=C\c1c(C)nn(-c2ccccc2)c1Cl
55	6	9	0.0	98	-0.5	4	1	-3	5	3	COc1ccc(NC(=O)CSc2cn[nH]n2)cc1OC
56	-1	2	0.0	94	-1.7	2	-1	-7	8	-18	CC1CCCCC12NC(=O)N(CC(=O)N1CCN(C(=O)c3cccs3)CC1)C2=O (configuration not stated)

Single values from above:
Cc1ccc(NC(=O)C2C3CC4OC(=O)C2C4C3)cc1Cl (configuration not stated) @ Exocytosis inh = -15
CC1CCCCC12NC(=O)N(CC(=O)N1CCN(C(=O)c3cccs3)CC1)C2=O (configuration not stated) @ ABHD5 PLIN5 PPI = -18

An excerpt from above, reduced to ABHD5 PLIN5 PPI:
#	mol	ABHD5 PLIN5 PPI
3	COc1ccc(CCC(=O)Nc2ccc(OC)c(S(=O)(=O)N3CCCCC3)c2)cc1OC	0
35	CCOC(=O)c1c(C)[nH]c(C)c1C(=O)CSc1nc2ccccc2n1CCOC	-4
